Screening data from PubChem.
KCNQ2 inh – KCNQ2 potassium channel inhibitors, primary screen, cell-based, CHO-K1, FluxOR thallium flux, B-score (AID 2156). Potassium voltage-gated channel subfamily KQT member 2 (Rattus norvegicus), O88943. 20 min; active compounds read low. hit rate 1.1% among 310,000. B-score at 10 µM;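 active = fluorescence ratio B-score at most minus 3 library SDs, with starting brightness B-score within 2 library SDs, cut at about -5.5 in these data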
Target sequence (O88943 whole entry, looked up): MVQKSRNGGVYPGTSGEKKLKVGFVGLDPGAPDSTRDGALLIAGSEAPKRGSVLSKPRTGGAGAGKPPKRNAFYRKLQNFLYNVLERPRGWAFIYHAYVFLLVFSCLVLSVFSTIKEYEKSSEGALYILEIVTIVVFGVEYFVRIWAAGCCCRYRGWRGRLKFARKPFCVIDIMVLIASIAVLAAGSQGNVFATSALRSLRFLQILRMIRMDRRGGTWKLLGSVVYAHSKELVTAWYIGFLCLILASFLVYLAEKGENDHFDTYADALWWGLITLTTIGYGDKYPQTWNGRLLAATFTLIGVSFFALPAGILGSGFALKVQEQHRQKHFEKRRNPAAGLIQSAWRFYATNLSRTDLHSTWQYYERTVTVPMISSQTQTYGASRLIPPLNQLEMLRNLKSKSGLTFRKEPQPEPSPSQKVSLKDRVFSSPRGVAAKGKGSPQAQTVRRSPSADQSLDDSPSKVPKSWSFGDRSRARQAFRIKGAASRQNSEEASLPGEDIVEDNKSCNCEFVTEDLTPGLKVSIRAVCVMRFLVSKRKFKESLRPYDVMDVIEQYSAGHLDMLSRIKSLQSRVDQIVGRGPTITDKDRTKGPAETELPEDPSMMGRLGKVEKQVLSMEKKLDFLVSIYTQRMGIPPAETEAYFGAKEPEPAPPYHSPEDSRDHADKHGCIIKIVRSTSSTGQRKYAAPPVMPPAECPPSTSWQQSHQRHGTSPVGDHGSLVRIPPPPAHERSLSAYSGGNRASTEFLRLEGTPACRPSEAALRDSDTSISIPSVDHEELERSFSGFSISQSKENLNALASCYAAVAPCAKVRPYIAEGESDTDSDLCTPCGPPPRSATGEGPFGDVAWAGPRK
Kir21 inh – inhibitors of mouse Kir2.1 inward-rectifier potassium channel. hit rate 0.85% among 310,000. Inward rectifier potassium channel 2 (Mus musculus), P35561. HEK293-Kir2.1, FluxOR thallium flux fluorescence; active compounds read low. B-score at 10 µM;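 active = fluorescence ratio B-score at or below minus 3 SD of library scores, with starting-brightness B-score within 2 SD, cut at about -4.2 in these data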;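 also: channel flux triggered by added potassium and thallium sulfate stimulus; B-score of peak minus minimum fluorescence over baseline after thallium stimulus; more negative B-score means stronger Kir2.1 block with less thallium influx; some compounds called inactive have numbers as strong as hits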
The depositor's hits bear a star; i = inactive.

mol | KCNQ2 inh | Kir21 inh
CCN(CC(=O)Nc1ccc2c(c1)OCCO2)S(=O)(=O)c1cccs1 | i | 0.42
COc1ccc2ccccc2c1/C=N/NC(=O)c1sc(N)c(C#N)c1C | i | -1.2
C=CCNc1nc(NCC)nc(N2CCOCC2)n1 | i | -0.75
Cc1ccccc1Cn1cc(S(=O)(=O)CC(=O)N2CCCCC2)c2ccccc21 | i | -0.29
COCCN1CCN(C(=O)c2cc(COc3ccc(F)cc3F)on2)CC1 | i | 0.79
O=C(Nc1ccc(Cl)cc1)N(Cc1cccs1)Cc1cccs1 | i | -0.04
COc1ccc(S(=O)(=O)N2CCOC2CNC(=O)C(=O)NCCc2ccccc2OC)cc1C (stereo unspecified) | i | -2.2
Nc1c(Cl)cc(C2=NCCn3c2c2ccccc2[n+]3[O-])cc1Cl | i | 0.49
CCN(CC(=O)Nc1ccc(NC(C)=O)cc1)C(=O)c1ccc(=O)[nH]c1 | i | -0.1
Cc1ccc(CNC(=O)C2CN(S(C)(=O)=O)c3cc(Cl)ccc3O2)cc1 (stereo unspecified) | i | 1.2
O=C(NC(=S)NCc1ccccc1)C1CCCCC1 | i | 0.01
O=C(Nc1cc(S(=O)(=O)N2CCOCC2)ccc1N1CCOCC1)C1CCCO1 (stereo unspecified) | i | 0.51
COCCNC(=O)Cn1nc(C(F)(F)F)cc1C | i | -0.99
O=C(COc1ccc2ccccc2c1)Nc1cccnc1Cl | i | -1.8
COc1ccc(S(=O)(=O)N(C)c2ccc(C(=O)N3CCC(C(N)=O)CC3)cc2)cc1OC | i | 1.5
COC(=O)C(Cc1csc2ccc(Cl)cc12)NC(=O)c1ccc(Cl)cc1 (stereo unspecified) | i | -0.6
O=C(NCCc1cn2ccccc2n1)c1cc(COc2c(F)cccc2F)on1 | i | -1.4
COC1CCCN(C(=O)c2ccc3nc(Cc4cccc(Cl)c4)oc3c2)C1 (stereo unspecified) | i | 0.95
CC(=O)Nc1ccc(S(=O)(=O)NNC(=O)c2cccc([N+](=O)[O-])c2)cc1 | i | -1.3
Cc1ccc(C(=O)CSc2nsc(C)c2C#N)cc1 | i | -1.3
COc1ccc2[nH]c(C)c(C(=O)CN3CCN(C/C=C/c4ccccc4)CC3)c2c1 | i | -2.1
Cc1cc(S(=O)(=O)NCc2ccc(N3CCN(C)CC3)cc2)c(C)s1 | i | -2
C=CCn1c(SCC(=O)NC(=O)NCC(C)C)nnc1C1CCCCC1 | i | -1.8
Cc1ccc(S(=O)(=O)Nc2ccc(SC(F)F)cc2)c(C)c1 | i | -0.48
CCN(Cc1ccc2c(c1)OCO2)C(=O)/C=C/c1cccc(Br)c1 | i | 0.1
O=C(Nc1ccc(S(=O)(=O)N2CCCC2)cc1)c1cccnc1Cl | i | 0.05
COCCCNC(=O)CN1C(=O)c2cccc3cccc1c23 | i | 0.1
Cc1ccccc1-n1c(SCC(=O)N/N=C/C=C/c2ccccc2[N+](=O)[O-])nc2ccccc2c1=O | i | 0.14
O=C(NCCCN1CCOCC1)c1ccc(Cl)c([N+](=O)[O-])c1 | i | -1
Cc1ccc(-c2cc(C(F)F)n3ncc(C(=O)Nc4c(C)nn(Cc5c(Cl)cccc5Cl)c4C)c3n2)cc1 | i | 1.7
Cc1ccc(S(=O)(=O)N(C)C)cc1NC(=O)c1cncc(Br)c1 | i | 1.1
O=[N+]([O-])c1cc2c(cc1/C=N/Nc1nc(N3CCCC3)nc(N3CCCC3)n1)OCO2 | i | 0.37
C/C(Nc1ccc(Cl)cc1)=C(/C#N)C(N)=O | i | 0.29
O=C(COc1ncnc2cc([N+](=O)[O-])ccc12)NC1CCCCC1 | i | -0.8
O=C(O)c1ccc(Cl)c(NC(=S)NC(=O)c2ccccc2[N+](=O)[O-])c1 | i | 0.91
CN1Cc2c(N)cccc2C(c2ccccc2)C1 (stereo unspecified) | i | 0.26
CC(CCO)Nc1nc2c([nH]1)c(=O)n(C)c(=O)n2C (stereo unspecified) | i | -0.37
CCCOc1ccc(C(C)=O)cc1CSc1nc(O)cc(=O)[nH]1 | i | 2.2
Cc1nc(N2CCOCC2)nc(N2CCCCC2)c1[N+](=O)[O-] | i | -1.3
CCc1ccc(N(CC(=O)Nc2ccc(NC(C)=O)cc2)S(=O)(=O)c2ccccc2)cc1 | i | 2.1
Cc1cc(S(=O)(=O)N2CCOCC2)ccc1NC(=O)c1ccc(F)cc1 | i | 0.06
Cc1cnc(C(=O)OCc2ccc(COC(=O)c3cnc(C)cn3)cc2)cn1 | i | -0.79
Cc1cccc([C@@H]2[C@@H]3C(=O)N(Cc4ccccc4)C(=O)[C@@H]3[C@]3(C)C(=O)N(c4cccc(F)c4)C(=O)N23)c1 | i | -1.1
CCOC(=O)CSc1nnc(-c2c[nH]c3ccccc23)n1CC | i | 1.9
Cc1ccc2c(c1)N(C(=O)CCC(=O)NCc1cccc(Br)c1)CC(C)O2 (stereo unspecified) | -7* | -0.02
O=c1c2cc3c(cc2[nH]c(=S)n1Cc1ccco1)OCO3 | i | 0.8
COc1ccc(OC)c(-n2c(-c3cc(-c4ccccc4)n[nH]3)n[nH]c2=S)c1 | i | -0.87
C=C(c1ccccc1C)[n+]1ccccc1 | i | -1
Cc1nn(CC(=O)NCCC2=CCCCC2)c(C)c1[N+](=O)[O-] | i | -2.3
CCOC(=O)c1c(C)oc2cc(Br)c(OC)cc12 | i | 1.5
CCOCCCNC(=S)N1CCN(Cc2ccc3c(c2)OCO3)CC1 | i | -0.48
Nc1c(Cl)cc(-c2csc(NC(CO)c3nc4ccccc4n3CCOCCO)n2)cc1Cl (stereo unspecified) | i | 2.4
O=S(=O)(NCc1ccco1)c1cccc2cccnc12 | i | -1.9
COc1ccc(Cl)cc1NC(=S)NCCCN1CCCC1=O | i | -0.45
CN(NC1OC(=O)c2ccccc21)c1ncc(C(F)(F)F)cc1Cl (stereo unspecified) | i | 0.04
Cc1ccc(S(=O)(=O)N2CCOCC2)cc1NC(=O)COC(=O)c1cccnc1Cl | i | 0.17
Fc1ccccc1-c1nc(NCc2ccccc2)c2ccccc2n1 | i | -0.28
COc1cccc(/C=C2\SC(=S)N(CCC(=O)NNC(=O)c3ccccc3OC)C2=O)c1 | i | 0.9
Cn1c(=O)c2nnn(/N=C(\c3ccccc3)C3CC3)c2n(C)c1=O | i | -0.93
Cc1ccccc1OCC(=O)NNC(=O)Nc1ccccc1 | i | -0.89

4 compounds drawn at random from the list so far:
mol | KCNQ2 inh | Kir21 inh
Fc1ccccc1-c1nc(NCc2ccccc2)c2ccccc2n1 | i | -0.28
CN(NC1OC(=O)c2ccccc21)c1ncc(C(F)(F)F)cc1Cl (stereo unspecified) | i | 0.04
Cc1ccccc1OCC(=O)NNC(=O)Nc1ccccc1 | i | -0.89
Cc1cc(S(=O)(=O)N2CCOCC2)ccc1NC(=O)c1ccc(F)cc1 | i | 0.06

Later entries
mol | KCNQ2 inh | Kir21 inh
O=C(O)C1CCN(C(=O)c2ccccc2N2C(=O)[C@@H]3Cc4c([nH]c5ccccc45)C(c4cccc(Cl)c4)N3C2=O)CC1 (stereo partly specified) | i | 2
O=C(CCc1nc2ccccc2c(=O)[nH]1)OCc1cccc(C(F)(F)F)c1 | i | -0.06
O=C(Nc1ccccc1Cl)NC1(C(=O)NCCCN2CCOCC2)CCCCC1 | i | 0.07
CCOC(=O)C1CCN(S(=O)(=O)c2ccc(C(C)=O)cc2)CC1 | i | 1.3
O=c1cc(N2CCN(Cc3ccccc3)CC2)c(-c2ccccc2)n[nH]1 | i | -1.9
Cn1c(SCc2c(Cl)cccc2Cl)nnc1-c1cccs1 | i | -1.5
Cc1cccc(C)c1NC(=O)CSc1nnc(Cc2ccccc2)o1 | i | 0.03
Clc1ncccc1-c1nc2ccccc2s1 | i | -3
CC(=O)c1ccc(N(C(=O)CNC(=O)c2ccco2)C(C(=O)NCC2CCCO2)c2ccccc2)cc1 (stereo unspecified) | i | 0.42
O=C(C1=COCCO1)N1CCN(c2nc3ccc([N+](=O)[O-])cc3s2)CC1 | i | -0.32
CCCNC(=O)Nc1ccc2c(c1)N(C)C(=O)c1ccccc1S2 | i | 0.64
CC(C)(CO)NC(=O)C(Cc1ccccc1)N1C(=O)c2ccccc2C1=O (stereo unspecified) | i | 0.44
Cc1ccc(-c2n[nH]c(=S)n2/N=C/c2ccc(C)s2)cc1 | i | 0.59
CCOC(=O)c1sc2nc(NC(=O)C(C)(C)C)sc2c1C | i | -0.55
CCn1cc(C(=O)N[C@@H](CCSC)C(=O)NC(C)(C)CO)c(=O)c2cc3c(cc21)OCO3 | i | 0.75
CCOc1ccc(NC(=O)CSc2nc(N3CCOCC3)nc(N3CCOCC3)n2)cc1 | i | 0.03
N/C(=N\OC(=O)COc1ccc(Br)cc1Cl)c1cccnc1 | i | 0.75
CCN(c1ccccc1)c1cc(C)nc2ncnn12 | i | -0.54
Cc1cc(N2CCCC2)nc2ccc(NC(=S)NCCCOC(C)C)cc12 | i | -0.17
CSc1nc(-c2ccccc2)nc(SC)c1C(C)=O | i | 0.38
CC/C(=N/Nc1cccc(C)c1)c1cnnc(SC)n1 | i | -0.07
COc1ccc(/C=N\NC(=O)c2cc(OCC(F)(F)F)ccc2OCC(F)(F)F)cc1 | i | -0.7
CCOc1ccc(NC(=O)CNC(=O)c2ccc(OC)cc2)cc1 | i | 2.9
CS(=O)(=O)N1CCCC(c2nc(-c3ccc(S(=O)(=O)NCc4ccccc4)cc3)no2)C1 (stereo unspecified) | i | -1.1
O=C(CCn1nc(-c2ccccc2)c2ccccc2c1=O)NCC1CCCO1 (stereo unspecified) | i | -2.8
CCOC(=O)C1CCN(CC(=O)N2CCc3ccccc32)CC1 | i | -0.17
O=C(Nc1ncc(Cc2ccccc2Cl)s1)c1ccc(-c2cccc([N+](=O)[O-])c2)o1 | i | -0.39
CC(C)(C)OC(=O)CC1(C#N)c2ccccc2C(Br)=CN1C(=O)c1ccccc1 (stereo unspecified) | i | -0.03
CCN(CC(=O)Nc1c(F)cccc1F)C(=O)C(C)SCc1nc2sc(C)c(C)c2c(=O)[nH]1 (stereo unspecified) | i | -0.88
CC(=O)O[C@H]1[C@H](C)OC=C[C@@H]1OC(C)=O | i | 1.2
COc1cccc2c1OC1(C)CC2NC(=O)N1c1cccc(C(=O)Nc2ccc3c(c2)OCCO3)c1 (stereo unspecified) | -6.7* | 0.94
NC(=O)c1c[nH]c2ccccc12 | i | -0.16
COc1cccc(NC(=O)CN2C(=O)NC(c3ccccc3)(c3ccccc3)C2=O)c1 | i | -0.11
Cc1cccc(N2CCN(S(=O)(=O)c3ccc4c(c3)OCCO4)CC2)c1C | i | 0.79
CCN(C(=S)NC(=O)C1CC1)c1ccccc1 | i | -0.33
CCOc1cc(C=C(C#N)C#N)ccc1Oc1ccc([N+](=O)[O-])cn1 | i | -0.01
CC(C)(C)NC(=O)CN(C(=O)CS(=O)CC(=O)Nc1ccc(F)cc1)c1ccc(F)c(Cl)c1 (stereo unspecified) | i | 1.3
COc1ccc(-c2c(NC(=O)c3ccco3)n(C)c3ccccc3c2=O)cc1 | i | 0.57
Cc1ccc(C)c(S(=O)(=O)N2CCCCC2CCNC(=O)C(=O)NC2CC2)c1 (stereo unspecified) | i | 0.12
COCCC(=O)N1CCC(Oc2ccc(C(=O)NCCc3cn[nH]c3)cc2)CC1 | i | -1.9
N#Cc1ccc(COC(=O)Cn2nnc(-c3ccccc3)n2)cc1 | i | 2.2
O=C(c1ccco1)N1CCN(C2CC(=O)N(c3ccc4c(c3)OCO4)C2=O)CC1 (stereo unspecified) | i | -0.13
Cc1ccccc1-c1nnc(-c2ccc(Cl)cc2)o1 | i | 0.12
CC1=CC(=O)C2=C(C)CC[C@@H]3[C@H](OC(=O)[C@H]3C)[C@@H]12 | i | 0.86
Cc1nn(C)c(C(=O)N/N=C/c2ccccc2)c1[N+](=O)[O-] | i | 1.1
O=c1ncn(-c2cccc([N+](=O)[O-])c2)c2ccccc12 | i | 0.5
O=C(c1cccnc1)N1CCN(Cc2cccc(Br)c2)CC1 | i | 0.19
CCC(C)c1ccc(-c2cc(C(=O)OCC(=O)Nc3cc(C)on3)c3ccccc3n2)cc1 (stereo unspecified) | i | -0.07
CCN1CCN(CCOc2ccccc2OCc2ccccc2)CC1 | i | 0.01
Cc1ccc(OCCN2C(=O)c3ccccc3C2=O)cc1 | i | 0.14
O=C1NC(c2ccccc2)(C(F)(F)F)SC2=CCCCCN12 (stereo unspecified) | i | 0.96
CC(=C\c1ccccc1)/C=C1/SC(=S)N(CCC(=O)Nc2ccccn2)C1=O | i | -1.8
COc1ccc(/C=N/NC(=O)C2CCN(c3ncc(C(F)(F)F)cc3Cl)CC2)cc1 | i | 0.36
O=C(CCC(NC(=O)OCc1ccccc1)C(=O)OCc1ccccc1)NCC(=O)OCc1ccccc1 (stereo unspecified) | i | -0.32
C=CCNC(=S)N/N=C/c1ccccc1OCCOc1ccccc1 | i | -1.8
Cc1ccc(-n2c(Cc3ccccc3)nnc2SCC(=O)NNC(=O)Cc2ccccc2)cc1 | i | -0.62
Cc1ccc(Cn2ncc3c(N4CCCC4)ncnc32)cc1 | i | -0.68

Another view of part of the listing above.
The line under a structure holds: KCNQ2 inh | Kir21 inh
- O=C(c1ccco1)N1CCN(C2CC(=O)N(c3ccc4c(c3)OCO4)C2=O)CC1 (stereo unspecified)
 : i | -0.13
- Cc1ccc(Cn2ncc3c(N4CCCC4)ncnc32)cc1
 : i | -0.68
